Screening data as filed in PubChem BioAssay.
Arrestin-AP2 inh: blocks beta-arrestin peptide binding to AP2 adaptin | 340,000 tested, 0.31% active | inhibition, % at 10 µM | FITC-arrestin peptide / GST-AP2 beads, flow cytometry; AP2 beta2 appendage carries R879A mutation;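 active = inhibition above a set limit, near 3 SD of compounds lacking own fluorescence, cut at about 54% in these data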;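 also: plate controls were DMSO wells for no effect and 5 µM unlabelled arrestin peptide for full effect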
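System: GST-AP2 R879A glutathione beads. Medium: PBS with 0.05% Tween 20 and 0.1% BSA. Also added: FITC-arrestin peptide, 50 nM. Incubation: 12 min plus 1 h, RT. Measured by: high-throughput flow cytometry of beads, ex 488, em 535 nm. Evaluation: percent drop in bead-associated FITC signal.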
CAL PDZ FP-1: inhibitors of human CAL PDZ peptide binding. Q9HD26. purified CAL PDZ, TMR-peptide fluorescence polarization, 1 h. inhibition, % at 20 µM. 330,000 tested, 0.02% active. AID 504414;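 active = highest replicate inhibition of at least 40%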;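 also: plate controls were DMSO neutral control wells for no effect and unlabeled competitor peptide control wells for full effect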
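Material: tagged CAL PDZ domain; buffer or medium: 25 mM sodium phosphate pH 7.4, 150 mM NaCl, TCEP, IgG, Thesit; compound dosing: single point, 20 µM; schedule: 1 h incubation at room temperature before polarization reading; measured by: FP readout, S and P plane fluorescence; read-out basis: percent inhibition from loss of millipolarization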
V-ATPase pHluor: alters yeast V-ATPase proton transport | S. cerevisiae, pHLuorin cytosolic pH fluorescence | response, % at 10 µM | 350,000 tested, 0.37% active; in the data active = response mostly above about 7.3%, no sharp cut-off; inactive = mostly below about 5.4%; also: actives read high; inactives centre near 0; some compounds called inactive have numbers as strong as hits; reference of the scale not given here
LANA DNA inh: blocks KSHV LANA C-terminal domain binding to DNA; MBP-C-LANA/FAM-LBS DNA binding, fluorescence polarization; inhibition, % at 9 µM; 340,000 tested, 0.078% active;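 active = highest replicate inhibition at or above 60% at 9 µM, even if other replicates fall short; inactive = all replicates below 60% inhibition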;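 also: 0% = neutral control wells and 100% = 4 µM acridine orange control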
NSD2 inh: blocks human histone methyltransferase NSD2 | NSD2 peptide methylation, AlphaScreen, 120 min | inhibition, % at 12.5 µM | 310,000 tested, 0.54% active | AID 743445; in the data active = inhibition above about 50%
Keap1 Nrf2 FP: Keap1-Nrf2 (human) interaction inhibition. 340,000 tested, 0.15% active. Q14145. inhibition, % at 9.4 µM. Keap1 Kelch-Nrf2 peptide fluorescence polarization, 1536-well; in the data active = inhibition above about 12%;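 also: human Keap1 Kelch domain with fluorescein labeled Nrf2 9mer peptide probe; 0% = neutral control wells and 100% = peptide positive control; higher means more block of Keap1 binding to Nrf2 peptide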
Pemphigus Ab inh: inhibitors of pemphigus antibody binding to human desmoglein-3; binding (percent of control), % at 10 µM; 310,000 tested, 0.48% active; DSG3-coupled beads, scFv-anti-DSG3-GFP binding, flow cytometry; hits give low values;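 active = binding more than 3 SD below its plate's average and above zero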;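 also: hits lower antibody fragment binding to DSG3; some compounds called inactive have numbers as strong as hits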
RTF Ca sens inh: cardiac RTF calcium desensitization | 340,000 tested, 0.12% active | inhibition, % at 7.15 µM | IANBD-labeled cardiac RTF, Ca2+ fluorescence | AID 493244;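 active = inhibition above the mean inhibition of all tested compounds plus 3 SD, cut at about 17% in these data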;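 also: assay run at fixed EC70 calcium of 1.6 mM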
DAGLB inh: blocks human DAGLB lipase activity. Q8NCG7. HEK293T DAGLB membrane lysate, EnzChek fluorogenic substrate. inhibition, % at 5.17 µM. 340,000 tested, 0.059% active; in the data active = inhibition above about 34%;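 also: 0% = enzyme with vehicle and 100% = wells lacking enzyme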
Target sequence (Q8NCG7 whole entry, looked up): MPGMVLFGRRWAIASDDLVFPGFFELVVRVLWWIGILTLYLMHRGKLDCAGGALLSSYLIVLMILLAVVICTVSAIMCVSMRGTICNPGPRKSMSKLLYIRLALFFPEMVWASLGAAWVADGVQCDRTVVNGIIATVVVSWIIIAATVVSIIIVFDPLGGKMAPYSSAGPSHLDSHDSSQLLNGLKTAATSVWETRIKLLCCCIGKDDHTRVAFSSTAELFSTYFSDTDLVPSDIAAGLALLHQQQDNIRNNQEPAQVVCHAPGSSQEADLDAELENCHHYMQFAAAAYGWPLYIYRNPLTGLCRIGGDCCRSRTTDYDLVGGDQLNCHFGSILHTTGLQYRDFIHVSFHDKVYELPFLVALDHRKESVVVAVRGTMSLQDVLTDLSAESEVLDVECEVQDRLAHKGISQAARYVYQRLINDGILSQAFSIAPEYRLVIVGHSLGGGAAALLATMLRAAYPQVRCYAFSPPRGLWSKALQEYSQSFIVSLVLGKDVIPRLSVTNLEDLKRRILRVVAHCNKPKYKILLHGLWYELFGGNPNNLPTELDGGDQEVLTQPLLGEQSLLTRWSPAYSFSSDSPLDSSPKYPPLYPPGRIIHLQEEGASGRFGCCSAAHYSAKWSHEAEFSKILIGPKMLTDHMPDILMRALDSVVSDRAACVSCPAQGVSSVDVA
CAL PDZ FP-2: inhibitors of human CAL PDZ peptide binding | Q9HD26 | purified CAL PDZ, TMR-peptide fluorescence polarization, 1 h | inhibition, % at 24.9 µM | 300,000 tested, 0.92% active | AID 602252;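 active = mean inhibition of at least 30% with at least half of replicates also reaching 30%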;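 also: 0% = DMSO neutral control and 100% = excess unlabeled competitor peptide PRC23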
Starred values were filed as active, the others as inactive; · = not tested or not shown.

no.	molecule	Arrestin-AP2 inh	CAL PDZ FP-1	V-ATPase pHluor	LANA DNA inh	NSD2 inh
1	Cn1cc(S(=O)(=O)N2CCN(c3cccc(Cl)c3)CC2)c(=O)n(C)c1=O	11	-2.0	-2	-0.2	-1
2	COc1ccccc1C(=O)NCCC(=O)NC1CCCC(C)C1C (configuration not stated)	-1	-1.6	9	2.9	0
3	CCOc1ccc2nc(N(CCN(C)C)C(=O)c3ccc4ccccc4c3)sc2c1	-8	-1.8	-1	-1.3	-4
4	COc1ccc2[nH]c(=O)c(CN(C(=O)c3cccnc3)c3ccc(C)cc3C)cc2c1	-6	-0.6	2	-1.8	2
5	CC1(C)O[C@@H]2CC3C4C[C@H](F)C5=CC(=O)C=CC5(C)C4C(O)CC3(C)[C@]2(C(=O)CO)O1 (some centres not stated)	-3	-0.6	1	-2.8	·
6	Cn1c(=O)c2c(nc(Br)n2CCCc2ccccc2)n(C)c1=O	24	-1.1	0	-0.2	-1
7	C/C(=C\c1ccccc1)C(=O)Nc1cc(C)on1	4	-1.3	1	-0.7	5
8	CCn1nc(C)c(NS(=O)(=O)c2ccc(C)cc2)c1C	-1	0.3	-8	-0.1	-4
9	O=C(c1ccc(Cl)cc1)N1CCc2ccccc21	3	0.1	-2	-0.5	-3
10	O=C(/C=C\c1ccccc1)NCC(=O)N/N=C/c1ccc(O)cc1O	3	-2.3	12*	-0.1	3

no.	Keap1 Nrf2 FP	Pemphigus Ab inh	RTF Ca sens inh	DAGLB inh	CAL PDZ FP-2
1	-7	103	2	5	-2
2	-4	96	0	0	12
3	-1	100	-6	-1	4
4	0	100	-1	5	34*
5	-6	101	7	3	-1
6	1	111	1	-2	6
7	-6	·	-3	-3	2
8	-7	104	-3	0	-7
9	-3	99	-1	-1	-1
10	5	107	-9	2	-2

An excerpt from above with just Pemphigus Ab inh and LANA DNA inh.
| # | mol | Pemphigus Ab inh | LANA DNA inh |
| --- | --- | --- | --- |
| 6 | Cn1c(=O)c2c(nc(Br)n2CCCc2ccccc2)n(C)c1=O | 111 | -0.2 |
| 7 | C/C(=C\c1ccccc1)C(=O)Nc1cc(C)on1 | · | -0.7 |
| 8 | CCn1nc(C)c(NS(=O)(=O)c2ccc(C)cc2)c1C | 104 | -0.1 |
| 9 | O=C(c1ccc(Cl)cc1)N1CCc2ccccc21 | 99 | -0.5 |

(further entries)
no.	molecule	Arrestin-AP2 inh	CAL PDZ FP-1	V-ATPase pHluor	LANA DNA inh	NSD2 inh
11	CCC(=O)Nc1ccc(NC(=O)CSc2nnnn2CC)cc1C	-3	·	1	0.1	3
12	CC(=O)N1CCCN(Cc2nc(C3(c4ccc(C)cc4)CCCC3)no2)CC1	-3	0.3	-2	-2.8	-4
13	COCCNC(=O)CN(Cc1ccc(F)cc1)C(=O)CCC(=O)Nc1nccs1	4	-2.1	0	0.0	-5
14	Cc1noc(C)c1CCC(=O)NC1CCCN(Cc2ccc(CC(C)C)cc2)C1 (configuration not stated)	25	-2.5	1	-0.8	-1
15	N#Cc1ccsc1NC(=O)CSc1ncnc2ccccc12	15	-1.0	-7	-1.0	2
16	Fc1ccc(C2c3[nH]c4ccccc4c3CCN2Cc2ccoc2)cc1 (configuration not stated)	-8	0.4	-1	-0.4	14
17	O=C(CN1C(=O)C2C3c4ccccc4C(c4ccccc43)C2C1=O)N1CCOCC1 (configuration not stated)	2	-1.0	2	2.2	-1
18	CCn1c(COc2cccc(C)c2C)nnc1SCC(=O)Nc1cc(C)on1	11	-0.5	-3	0.0	0
19	CC1(C)C[C@H](O)[C@]2(CO)CC[C@]3(C)C(=CCC4[C@@]5(C)CC[C@H](O)C(C)(C)C5CC[C@]43C)[C@@H]2C1 (some centres not stated)	1	0.9	1	2.8	·
20	N/C(=N\S(=O)(=O)c1cc(C(F)(F)F)cc(C(F)(F)F)c1)c1cccs1	41	-0.4	3	1.7	-4

no.	Keap1 Nrf2 FP	Pemphigus Ab inh	RTF Ca sens inh	DAGLB inh	CAL PDZ FP-2
11	-7	104	-5	0	-3
12	-7	105	-8	-8	-3
13	-5	90	-16	2	1
14	-3	105	-9	0	-1
15	-9	·	-5	-5	-5
16	-4	103	-3	-11	3
17	-5	96	-2	3	-1
18	4	107	·	·	6
19	-2	93	5	-2	-1
20	-1	·	-5	-5	-7

no.	molecule	Arrestin-AP2 inh	CAL PDZ FP-1	V-ATPase pHluor	LANA DNA inh	NSD2 inh
21	COc1cc(NC(=O)CC2NCCNC2=O)cc(OC)c1 (configuration not stated)	1	0.0	0	-0.6	-2
22	COc1ccc(C)cc1NC(=O)CCS(=O)(=O)c1ccc2c(c1)oc(=O)n2C	19	-2.3	1	-1.0	1
23	Cc1ccc(C(=O)NCC(=O)N2CCc3ccccc3C2)cc1C	6	-0.8	0	-0.3	0
24	O=C(C1CC1)N1CCc2cc(Br)cc(S(=O)(=O)NCCN3CCOCC3)c21	5	-1.2	2	-1.1	3
25	COc1ccc2[nH]c(C(=O)N/N=C/c3cc(OC)c(OC)c(OC)c3)cc2c1	25	-4.9	4	-1.3	-1
26	COc1ccc(N2C(=O)C3CCCN3C2c2cc(OC)c(OC)cc2OC)cc1 (configuration not stated)	-1	-0.8	-1	2.7	·
27	CN[C@H]1CCc2cc(OC)c(OC)c(OC)c2-c2ccc(OC)c(=O)cc21	24	-0.6	-2	-0.2	·
28	OC(CNCc1ccccn1)c1ccccc1 (configuration not stated)	10	-2.1	0	-0.3	4
29	Cc1ccnc(SCC(=O)Nc2cc(C)on2)n1	1	-1.2	1	-0.5	0
30	CCOC(=O)c1sc(NC(=O)CN2CCCC2)c(C(=O)OCC)c1C	-4	-0.3	3	4.1	-1

no.	Keap1 Nrf2 FP	Pemphigus Ab inh	RTF Ca sens inh	DAGLB inh	CAL PDZ FP-2
21	-4	100	3	0	1
22	-1	89	3	0	-1
23	2	100	-4	-1	-3
24	-2	110	-11	3	-1
25	-4	100	-4	-4	-9
26	-7	111	-5	-3	-1
27	-2	113	3	1	-2
28	0	104	-1	-1	3
29	-6	·	-4	-3	-2
30	-3	·	-10	-12	-3

The closing 2 entries of the part before come first, to join the parts.
no.	molecule	Arrestin-AP2 inh	CAL PDZ FP-1	V-ATPase pHluor	LANA DNA inh	NSD2 inh
29	Cc1ccnc(SCC(=O)Nc2cc(C)on2)n1	1	-1.2	1	-0.5	0
30	CCOC(=O)c1sc(NC(=O)CN2CCCC2)c(C(=O)OCC)c1C	-4	-0.3	3	4.1	-1
31	CCC(C)[C@H](NC(=O)[C@@H]1CSC2c3ccccc3C(=O)N21)C(=O)NCC1CCCO1 (some centres not stated)	4	-2.1	-1	-3.3	-10
32	COc1cc2c(cc1OC)CN(CC(=O)Nc1cccc(C)c1)CC2	16	-0.1	-3	0.7	2
33	CS(=O)(=O)c1ccc(NS(=O)(=O)c2ccc(Cl)c(C(=O)NCc3ccco3)c2)cc1	13	-1.0	1	-1.0	0
34	S=C(Nc1ccc(Br)cc1)N1CCCC1	-2	-3.3	1	0.4	0
35	Cc1ccc(C(=O)N(C)Cc2ccccc2)cc1S(=O)(=O)N1CCOCC1	2	-1.8	-4	0.9	4
36	CN(C)C(=O)NC1CCCCCCCCCCC1	-6	·	0	0.3	2
37	COc1cc(/C=N/Nc2nn3cnnc3c3ccccc23)ccc1O	-2	1.2	0	1.3	-3
38	C=CC[n+]1c(-c2ccc(OC)cc2)csc1NNC(=O)Nc1ccccc1	0	1.1	0	-3.3	0
39	Cn1c(C(=O)NCCN2CCOCC2)cc2sccc21	-1	0.4	-3	-0.9	2
40	Cc1cccc(-n2ccnc2SCC(=O)Nc2nccs2)c1C	0	-0.7	1	0.3	0

no.	Keap1 Nrf2 FP	Pemphigus Ab inh	RTF Ca sens inh	DAGLB inh	CAL PDZ FP-2
29	-6	·	-4	-3	-2
30	-3	·	-10	-12	-3
31	-5	108	-6	1	-1
32	0	104	-2	-1	0
33	-4	116	-3	-2	-4
34	-6	133	-7	0	0
35	4	·	-7	0	1
36	-2	98	-4	0	0
37	-3	·	-9	-1	1
38	-2	100	-6	-2	-3
39	-5	99	4	0	·
40	-3	115	-4	-3	-2

no.	molecule	Arrestin-AP2 inh	CAL PDZ FP-1	V-ATPase pHluor	LANA DNA inh	NSD2 inh
41	CCOc1ccc(-c2cc(CCCC(=O)NCCc3ccccc3)no2)cc1	6	0.7	1	-1.8	4
42	COC(=O)c1ccc(N(C(=O)CNC(=O)c2ccco2)C(C(=O)NC2CCCC2)c2ccco2)cc1 (configuration not stated)	-6	-0.5	2	-0.2	-3
43	NC(=O)C(CCCCN1CCCCC1)(c1ccccc1)c1ccccc1	-2	-0.4	-4	2.7	1
44	COc1ccc(-n2cnc3cc(NCc4ccccn4)ccc32)cc1	-3	-1.1	3	-0.1	5
45	COc1ccc(OCC(=O)NNC(=O)C(=O)Nc2ccccc2)cc1	28	-0.7	2	-2.1	-3
46	COc1cc(-c2nc3n(n2)C(c2cccc(OC)c2OC)C2=C(CCCC2=O)N3)cc(OC)c1OC (configuration not stated)	-2	-0.8	-4	-0.2	1
47	Cc1cc(C)c2cc(C(=O)N3CCc4ccccc4C3)[nH]c2c1	-22	0.6	3	-0.8	2
48	CCc1cc(=O)oc2c(C)c(OC(C)C(=O)NCC3CCC(C(=O)O)CC3)ccc12 (configuration not stated)	-1	-0.3	-2	2.3	·
49	O=C(NNC(=S)NCc1ccccc1)c1ccc(OC(F)F)cc1	1	-0.1	-3	0.4	7
50	Nc1c(C(=O)c2ccc(Br)cc2)oc2ccccc12	-1	-0.1	3	0.1	-2

no.	Keap1 Nrf2 FP	Pemphigus Ab inh	RTF Ca sens inh	DAGLB inh	CAL PDZ FP-2
41	-2	103	-8	-2	-8
42	-1	·	3	-3	-3
43	-3	106	0	0	-2
44	1	105	-5	4	·
45	-5	·	-9	0	-2
46	1	97	-6	-2	-2
47	0	103	2	-1	11
48	0	102	3	0	1
49	-5	111	7	0	1
50	2	96	0	0	-2

no.	molecule	Arrestin-AP2 inh	CAL PDZ FP-1	V-ATPase pHluor	LANA DNA inh	NSD2 inh
51	O=C(Cn1cc(C(F)(F)F)ccc1=O)OCC(=O)c1ccc[nH]1	14	0.4	0	-0.3	-2
52	CCn1nc(C)c(CN2CCC(n3nccc3NC(=O)CCCc3ccccc3)CC2)c1C	3	-2.6	-1	-1.2	-1
53	C=CCNC(=O)NC(=S)c1ccccc1	8	-1.5	0	0.1	-5
54	CCN(CC)CCCNC(=O)CCn1nc(-c2ccccc2)ccc1=O	-8	-1.4	0	-0.8	32
55	Cc1ccc(C(=O)N[C@H](C(=O)NC2CCCCCCC2)C(C)C)cc1	-5	-0.8	1	1.1	-1

no.	Keap1 Nrf2 FP	Pemphigus Ab inh	RTF Ca sens inh	DAGLB inh	CAL PDZ FP-2
51	-1	93	4	1	·
52	-1	·	8	-4	1
53	-2	104	-7	-2	-18
54	0	·	-8	-1	-3
55	-2	111	-3	-6	-3

This is a subset; count on the stated rates, not on these rows.
